XiGFP reactiv = activators of inactive X chromosome reactivation, primary screen, imaging, XiGFP fibroblasts, GFP high-content imaging, set 2; XiGFP mouse fibroblasts, % GFP-positive cells imaging, 3 d; cells co-treated with 5-aza-dC sensitizer; scaled so ellipticine positive control = 100%; activation, % at 7.58 µM; 0.055% of 360,000 active; AID 743238, 2013;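 active means mean normalized replicate activation at least 10% and every replicate at or above 10%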;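 further: 0% = median of on-plate neutral control wells and 100% = ellipticine 6 µM median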
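System: XiGFP fibroblasts, SV40-immortalized. Medium: DMEM plus 5-aza-dC sensitizer. Doses: single point. Timing: 3 d treatment, 15 min room-temperature fixation. Control set: ellipticine 6 µM.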
C2C12 statin = suppressors of statin myotoxicity in C2C12 myotubes, primary screen, cell-based, single point, plate reader; C2C12 myotubes + simvastatin, ATP luminescence, 48 h; scaled: DMSO 0, geranylgeraniol control 100; rescue of ATP level, % at 7.49 µM; 0.78% of 330,000 active; AID 602340, 2012;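 active means mean ATP rescue above about 67%, or every replicate alone reaching that limit, limit read from the data, passing the limit was not always enough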;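 further: myotubes were challenged with 10 µM simvastatin during compound exposure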
ERAP1 inh = human ERAP1 aminopeptidase inhibitors, primary screen, biochemical, single point, plate reader; AID 652197, 2013; recombinant ERAP1, Leu-AMC fluorescence, 60 min; Endoplasmic reticulum aminopeptidase 1 (Homo sapiens), Q9NZ08; inhibition, % at 10.7 µM; 0.15% of 340,000 active;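 active means mean replicate inhibition of at least 30%, or all replicates individually reaching that 30% level; inactive means mean below 30% and not every replicate reaching it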;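 further: 0% = neutral control wells and 100% = L-leucinethiol positive control wells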
Target sequence (Q9NZ08 whole entry, looked up): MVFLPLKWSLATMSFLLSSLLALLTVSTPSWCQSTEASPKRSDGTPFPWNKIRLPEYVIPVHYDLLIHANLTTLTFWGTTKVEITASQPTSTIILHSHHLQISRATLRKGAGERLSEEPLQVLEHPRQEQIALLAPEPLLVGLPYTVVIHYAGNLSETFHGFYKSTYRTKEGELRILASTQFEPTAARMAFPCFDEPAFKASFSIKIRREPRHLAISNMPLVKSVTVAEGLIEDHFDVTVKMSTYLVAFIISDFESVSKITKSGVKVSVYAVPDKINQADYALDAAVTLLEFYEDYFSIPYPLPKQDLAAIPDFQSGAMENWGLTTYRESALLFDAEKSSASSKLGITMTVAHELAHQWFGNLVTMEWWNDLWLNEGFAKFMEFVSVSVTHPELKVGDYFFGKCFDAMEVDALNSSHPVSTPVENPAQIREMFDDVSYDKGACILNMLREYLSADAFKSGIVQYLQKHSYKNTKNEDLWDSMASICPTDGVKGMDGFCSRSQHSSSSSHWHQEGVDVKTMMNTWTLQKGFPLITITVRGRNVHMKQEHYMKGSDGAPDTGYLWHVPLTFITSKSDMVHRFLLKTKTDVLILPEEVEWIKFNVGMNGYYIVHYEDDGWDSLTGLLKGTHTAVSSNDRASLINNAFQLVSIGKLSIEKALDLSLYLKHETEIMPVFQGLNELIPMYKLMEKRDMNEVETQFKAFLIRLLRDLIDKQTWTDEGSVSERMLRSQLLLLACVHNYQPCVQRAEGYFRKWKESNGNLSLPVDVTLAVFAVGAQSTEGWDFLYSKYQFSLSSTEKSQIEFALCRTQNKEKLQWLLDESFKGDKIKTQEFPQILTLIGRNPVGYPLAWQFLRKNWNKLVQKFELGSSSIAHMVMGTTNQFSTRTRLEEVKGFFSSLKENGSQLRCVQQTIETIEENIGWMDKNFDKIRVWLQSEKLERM
SIRT5 block = SIRT5 desuccinylase inhibitors, primary screen, biochemical, fluorescence imaging, single point, set 5; 1.1% of 330,000 active; NAD-dependent protein deacylase sirtuin-5, mitochondrial (Homo sapiens), Q9NXA8; Purified SirT5, succinyl-peptide AMC, trypsin-coupled fluorescence; AID 652115, 2013; inhibition, % at 15 µM; in the data active means inhibition above about 15%
PGC1a acetyl inh = inhibitors of PGC1a acetylation signal, primary screen, cell-based, U2OS, AlphaScreen, inhibitor mode | AlphaScreen anti-acetyl-lysine; with virally co-expressed GCN5 acetyltransferase | inhibition, % at 15.6 µM | 0.17% of 350,000 active | AID 651687, 2012;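 active means every replicate shows inhibition of at least 40%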;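 further: 0% = neutral control wells and 100% = positive control wells; some results beyond the cut were filed as inactive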
Cneo AK release = Cryptococcus neoformans cell lysis inducers, primary screen, AK release luminescence, single concentration | C. neoformans lysis, adenylate kinase release luminescence, 4 h; normalised: neutral wells 0, clomiphene wells 100 | lysis activity, % at 15 µM | 0.2% of 360,000 active;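 active means mean lysis activity across replicates of at least 80%, whatever share of replicates individually reach that level; inactive means mean lysis activity below 80%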
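Assay system: log-phase C. neoformans yeast / Quantity: yeast cell density of 5 × 10^6 cells/mL / Medium: fresh YPD growth medium / Compound: single dose / Timing: static 4 h at 37 °C with compound, 1 h detection / Measured by: adenylate kinase release luminescence / Read-out: lysis from increased AK signal / Benchmarks: Clomiphene as positive lysis control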
S100A4 inh HTS = inhibitors of S100A4-myosin IIA peptide binding, primary screen, biochemical, fluorescence polarization, TAMRA-MyoIIA peptide. Protein S100-A4 (Homo sapiens), P26447. inhibition, % at 10.7 µM. 0.14% of 360,000 active;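 active means mean inhibition of at least 70% across replicates, with every replicate also reaching that level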
Target sequence (P26447 whole entry, looked up): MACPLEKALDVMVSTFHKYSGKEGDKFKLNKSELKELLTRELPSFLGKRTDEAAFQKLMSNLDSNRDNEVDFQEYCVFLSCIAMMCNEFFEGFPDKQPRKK
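Compound dosing: one dose per compound; test system: human S100A4 monomer with TAMRA-labelled myosin IIA peptide; probe or stimulus: TAMRA-labelled myosin IIA heavy-chain peptide probe, 5 nM; medium: HEPES buffer with Ca2+, pH 7.2; schedule: 5 min incubation before reading; benchmarks: neutral control DMSO, positive control TFP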
LGR2 inh = inhibitors of bursicon-induced LGR2 CRE-luciferase signal, primary screen, cell-based, HEK293, CRE-luciferase reporter, bursicon stimulation; AID 720647, 2013; bursicon-stimulated, 4 h; 0.35% of 380,000 active; inhibition, % at 9.99 µM; Drosophila bursicon receptor LGR2 (rickets);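 active means drop in luminescence signal, shown as inhibition above about 50% in the replicate tests, limit read from the data, passing the limit was not always enough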;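 further: agonist challenge used bursicon conditioned medium at about half maximal strength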
Numbers without * were called inactive; · = not tested or not shown. An excerpt (hit frequency here may not be typical).

SMILES	XiGFP reactiv	C2C12 statin	ERAP1 inh	SIRT5 block	PGC1a acetyl inh	Cneo AK release	S100A4 inh HTS	LGR2 inh
O=C(C[C@H]1C=C[C@@H](NC(=O)CN2CCOCC2)[C@H](CO)O1)NCCc1ccccc1	0.5	2	2	2	5	2	12	33
COc1ccc(S(=O)(=O)Nc2cccc3c2O[C@@H](CN(C)S(=O)(=O)c2cn(C)cn2)[C@H](C)CN([C@@H](C)CO)C3=O)cc1	-0.5	8	2	-1	9	-2	-3	-25
COc1ccc(N(CC(=O)Nc2ccc3c(c2)OCCO3)S(=O)(=O)c2cccc(C)c2)cc1	0.0	17	-1	-1	4	-2	-17	-9
Cc1ccc(NC(=O)C(C)Sc2nnc(C)n2CC2CCCO2)cc1 (configuration not stated)	0.4	-5	-6	-3	2	-3	-6	4
COc1ccccc1S(=O)(=O)N[C@H]1C=C[C@@H](CC(=O)N2CCN(C)CC2)O[C@H]1CO	0.2	0	0	4	-1	2	34	-9
COc1ccc(COCC23N=C4SCC(=O)N4[C@H](c4ccccc4O2)[C@H]3CO)cc1	·	·	0	-1	4	20	-24	·
Cc1cccc(C(=O)NNC(=S)NC(=O)c2cccs2)c1	-0.1	-4	-1	1	·	-3	-4	-2
CN(C)S(=O)(=O)c1cccc(NC(=O)CSc2nc3c(cc2C#N)C(=O)CC(C)(C)C3)c1	0.6	·	-2	·	·	·	-1	29
CCOc1ccc(N(CC(=O)NCCSc2ccccn2)S(=O)(=O)c2ccc(Cl)cc2)cc1	0.0	4	3	-1	·	-1	-1	3
C[C@@H]1CN([C@H](C)CO)C(=O)Cc2cc(NS(=O)(=O)c3cccs3)ccc2O[C@@H]1CN(C)C(=O)Nc1ccc2c(c1)OCO2	0.0	-6	4	0	-10	1	2	-9

Reprinted from the part before: 2 compounds, then new ones.
SMILES	XiGFP reactiv	C2C12 statin	ERAP1 inh	SIRT5 block	PGC1a acetyl inh	Cneo AK release	S100A4 inh HTS	LGR2 inh
CCOc1ccc(N(CC(=O)NCCSc2ccccn2)S(=O)(=O)c2ccc(Cl)cc2)cc1	0.0	4	3	-1	·	-1	-1	3
C[C@@H]1CN([C@H](C)CO)C(=O)Cc2cc(NS(=O)(=O)c3cccs3)ccc2O[C@@H]1CN(C)C(=O)Nc1ccc2c(c1)OCO2	0.0	-6	4	0	-10	1	2	-9
O=C(c1ccc(F)cc1)N1CC(=O)N2[C@@H](CO)[C@@H](c3ccc(C4=CCCC4)cc3)[C@@H]2C1	0.8	·	2	-1	-2	·	6	-10
CCN(Cc1ccccc1)C(=O)c1cc(S(=O)(=O)N2CCOCC2)ccc1N1CCCC1	0.3	2	3	7	·	4	-2	18
Cc1cc(SCc2ccc(Cl)c(Cl)c2)nc(=O)[nH]1	0.0	7	0	2	-8	6	-5	3
CC1CCN(S(=O)(=O)c2ccc3c(c2)CCN3C(=O)C2CCC2)CC1	0.0	-10	-2	-1	-4	4	-3	·
CCOC(=O)c1c(C2CC2)csc1NC(=O)COC(=O)c1ccc[n+]([O-])c1	0.0	·	3	·	9	1	1	-19
COc1ccc2c3c(n(C)c2c1)[C@@H](CO)N(C(=O)c1ccc(F)cc1)CC31CN(CC2CCOCC2)C1	0.0	·	·	-4	-7	·	·	-2
COc1ccc(S(=O)(=O)N(C)C[C@H]2OCCCC[C@H](C)Oc3ccc(NS(C)(=O)=O)cc3C(=O)N([C@H](C)CO)C[C@@H]2C)cc1	0.1	·	-1	-7	-10	-1	-6	0
CN(C(=O)COC(=O)c1ccc(Br)o1)c1c(N)n(Cc2ccccc2)c(=O)[nH]c1=O	-0.2	·	-3	4	·	·	1	-2
Cc1cccc(NCc2ccc(N(C)C)cc2)n1	0.1	6	1	-5	10	1	-3	-40
O=C(C[C@H]1CC[C@@H](NS(=O)(=O)c2ccc(F)cc2)[C@@H](CO)O1)N1CCN(c2ccccc2)CC1	0.1	-6	1	0	-1	4	-9	-10
C/C(=N/OC(=O)c1ccccc1)c1oc(C)nc1C	0.2	2	-2	-2	2	0	1	-18
COc1cc(CCC(=O)OCC(=O)Nc2ccc(F)c(F)c2)cc(OC)c1OC	0.0	4	0	-1	20	3	-2	5
Cc1cc(C)c(COCc2cc(/C=N/O)c(C)cc2C)cc1/C=N/O	·	3	-5	-5	-29	0	-5	1
C[C@@H]1CN([C@@H](C)CO)C(=O)c2cc(C#Cc3cccnc3)cnc2O[C@H]1CN(C)S(C)(=O)=O	-0.7	1	-1	-3	36	0	21	-9
O=C1CCCN1C(=O)COc1ccccc1[N+](=O)[O-]	0.1	3	-4	-2	·	-3	-3	23
Cc1cc(C)c(OCC(=O)OC(C)C(=O)NCc2ccccc2)c(C)c1 (configuration not stated)	0.0	·	-3	-5	·	·	2	-15
O=[N+]([O-])c1cc(S(=O)(=O)N2CCCC2)ccc1N/N=C/c1cccnc1	0.0	·	·	·	-21	-2	·	-6
O=C(Nc1ccncc1)C1CCN(S(=O)(=O)c2c(Cl)cccc2Cl)CC1	0.1	-7	-5	2	·	0	1	9
O=S(=O)(c1ccc(SCc2ccccc2)nc1)N1CCCCCC1	0.5	2	0	-5	2	-3	4	-9
CCC(CC)C(=O)Nc1cccc(C(=O)N2CCOCC2)c1	·	1	1	-5	4	2	6	-10

2 entries from above, as a markdown table:
| Molecule | XiGFP reactiv | C2C12 statin | ERAP1 inh | SIRT5 block | PGC1a acetyl inh | Cneo AK release | S100A4 inh HTS | LGR2 inh |
| --- | --- | --- | --- | --- | --- | --- | --- | --- |
| C[C@@H]1CN([C@H](C)CO)C(=O)Cc2cc(NS(=O)(=O)c3cccs3)ccc2O[C@@H]1CN(C)C(=O)Nc1ccc2c(c1)OCO2 | 0.0 | -6 | 4 | 0 | -10 | 1 | 2 | -9 |
| CCOc1ccc(N(CC(=O)NCCSc2ccccn2)S(=O)(=O)c2ccc(Cl)cc2)cc1 | 0.0 | 4 | 3 | -1 | · | -1 | -1 | 3 |

Later entries.
SMILES	XiGFP reactiv	C2C12 statin	ERAP1 inh	SIRT5 block	PGC1a acetyl inh	Cneo AK release	S100A4 inh HTS	LGR2 inh
O=C1CCC(C(=O)N2CCC(O)(c3ccccc3)CC2)CN1CCc1ccccc1 (configuration not stated)	0.0	9	-1	15*	·	-1	-2	5
C[C@@H]1CN([C@H](C)CO)S(=O)(=O)c2ccc(C#CC(C)(C)O)cc2O[C@H]1CN(C)CC1CC1	0.2	·	0	0	-8	-7	3	-1
CCC(C)[C@H](NC(=O)N1CC(=O)Nc2ccccc21)C(=O)N[C@@H](C(=O)O)c1ccccc1 (some centres not stated)	0.0	10	-4	-2	-10	4	-3	2
COc1ccc(N2CC(C(=O)N[C@@H](C)C(=O)NCc3ccccc3OC)CC2=O)cc1 (some centres not stated)	0.0	5	4	2	-7	-3	3	-7
CC(C)(C)NC(=O)C(c1ccncc1)n1c(=O)c(-c2cc3ccccc3[nH]2)nc2ccccc21 (configuration not stated)	-0.1	·	-8	·	·	·	0	-29
CC(C)C#Cc1ccc2c(c1)O[C@H](CN(C)S(C)(=O)=O)[C@@H](C)CN([C@H](C)CO)S2(=O)=O	0.2	-7	-2	-1	-13	1	-9	3
CCOC(=O)c1cnc2cc(F)c(F)cc2c1N1CCN(C)CC1	0.0	5	-6	1	·	-1	-7	20
COc1ccc(NC(=S)N(Cc2ccc(Cl)cc2)Cc2ccc(C(=O)O)cc2)cc1Cl	0.3	-4	2	0	·	3	-12	13
COc1cc(/C=C2\N=C3CCCCCN3C2=O)ccc1O	·	11	10	4	-10	·	-4	-28
O=C1c2ccccc2-n2c1nc1ccccc1c2=O	·	-4	2	1	-19	1	-2	·
COc1ccc(CN(C)C[C@@H]2Oc3c(NC(=O)c4cnccn4)cccc3C(=O)N([C@H](C)CO)C[C@H]2C)cc1	0.2	11	1	-2	16	-3	2	-7
O=C(NNC(=O)C1CCCO1)c1ccc(F)cc1 (configuration not stated)	-0.1	1	·	·	1	1	·	-14
COc1ccc(-c2c(C)oc3c(CN4CCCCC4C)c(O)ccc3c2=O)cc1OC (configuration not stated)	0.3	-15	2	·	8	-2	·	33
OCC[C@@H]1C[C@H](O)[C@@H](O)[C@]2(CCCCO2)O1	0.1	-25	3	0	-6	4	3	-11
O=C(COC(=O)[C@@H]1CC(O)CN1S(=O)(=O)c1ccc2c(c1)OCCO2)Nc1ccccc1F (some centres not stated)	0.3	-6	13	0	4	-1	-5	-19
COc1ccc2c3c(n(C)c2c1)[C@H](CO)NCC31CCN(CC2CCCC2)CC1	0.2	·	0	-2	·	·	-9	2
COc1ccc(NC(=O)CN(c2ccc(OC)c(Cl)c2)S(=O)(=O)c2ccccc2)c(OC)c1	0.0	-4	-1	2	20	0	2	-3
CCS(=O)(=O)N(C)C[C@@H]1N[C@H](CO)[C@@H]1c1ccc(C#CC2CCCC2)cc1	0.2	·	0	-16	·	·	-19	3
CCC(=O)N1[C@H](CO)[C@@H](c2ccccc2)[C@@H]1CN(CC)C(=O)c1cccc(F)c1	-0.1	-14	·	5	2	1	-10	12
O=C(OCc1ccc(Cl)c(Cl)c1)c1ccc[nH]1	0.4	17	2	1	·	-2	-5	-70
COc1ccc(OC)c(-n2c(SCC(=O)Nc3cccc(S(N)(=O)=O)c3)nc3ccccc3c2=O)c1	0.1	14	1	1	-11	0	-1	-4
c1ccc(-c2onc(-c3ccco3)c2-c2ccc3c(c2)OCO3)cc1	0.0	8	-1	-2	·	10	-1	-1
COC(=O)c1ccc(/C=C/C(=O)OCC(=O)NCc2cccs2)cc1	0.1	0	3	·	1	-2	-2	-16
O=C(Cc1nnc(NC(=O)c2ccccc2)s1)N/N=C/c1ccc(O)cc1	0.0	-2	-4	1	17	1	-1	-9
COC(=O)C[C@@H]1C[C@H]2c3cc(NC(=O)Nc4ccccc4)ccc3O[C@H]2[C@@H](CO)O1	0.0	4	0	3	0	1	3	0
CCc1ccc(N2CC(C(=O)Nc3ccc(S(=O)(=O)N4CCCCC4)cc3)CC2=O)cc1 (configuration not stated)	0.1	·	1	-2	-24	0	-9	-7
COc1ccc(NS(=O)(=O)c2ccc(C)cc2)c([N+](=O)[O-])c1	0.0	·	·	-1	-7	0	0	15
CCC(=O)Nc1ccc2c(c1)C(=O)N(C)C[C@@H](OC)[C@@H](C)CN(Cc1cccnc1)[C@H](C)CO2	-0.6	2	-1	-3	1	-1	-3	-3
COc1ccc(Cl)c2sc(N3CCN(C(C)=O)CC3)nc12	0.0	1	2	-3	4	-1	-4	-8
COc1cccc(N2CC(NS(=O)(=O)c3cccs3)CC2=O)c1 (configuration not stated)	-0.1	3	1	-2	11	·	0	3
CO[C@@H]1CN(C)C(=O)c2cc(NC(=O)Nc3ccccc3)ccc2OC[C@H](C)N(C(=O)CN(C)C)C[C@@H]1C	0.2	-8	0	-5	5	0	-33	18
O=C(c1cc(COc2c(F)cccc2F)on1)N(Cc1ccccc1)CC1CC1	0.1	4	-5	0	-6	-2	-7	-17
COC(=O)[C@]12CCCCC=C1N(Cc1cccc3ccccc13)C(=O)[C@H](CC(=O)N1CCSCC1)C2	-0.1	·	0	0	·	·	6	19
